VLA-4 inh = inhibition in a human VLA-4 binding assay; P13612; VLA-4 expressing cells, ligand binding flow cytometry; inhibition, % (about 7 µM as worked out from the volumes in the protocol); 0.2% of 330,000 active; in the data active = inhibition above about 50%
BCLXL inh = inhibitors of human Bcl-xL; Q07817; GST-Bcl-xL / FITC-Bim BH3 peptide fluorescence polarization; inhibition, % at 10.9 µM; 0.7% of 320,000 active; AID 2129;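 active = inhibition above the mean of all tested compounds plus 3 SD, cutoff set per campaign, cut at about 30% in these data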;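 also: 0% = DMSO wells and 100% = unlabeled Bim-BH3 peptide competitor; inhibitors lower millipolarization by displacing the labeled peptide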
Target sequence (Q07817 whole entry, looked up): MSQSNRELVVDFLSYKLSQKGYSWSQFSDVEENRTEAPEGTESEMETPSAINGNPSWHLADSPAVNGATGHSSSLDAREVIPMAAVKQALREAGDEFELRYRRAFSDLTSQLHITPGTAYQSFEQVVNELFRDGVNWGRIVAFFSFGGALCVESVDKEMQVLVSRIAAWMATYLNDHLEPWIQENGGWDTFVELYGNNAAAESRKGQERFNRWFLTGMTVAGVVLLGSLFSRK
MEX-5 binding = C. elegans MEX-5 TCR-2 RNA binding activity. Q9XUB2. MEX-5/FITC-TCR2 RNA binding, fluorescence polarization; stronger effect = lower value. activity score (negative = inhibition of binding), % at 10 µM. 0.38% of 300,000 active. AID 1832;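 active = inhibition past about -25% in most replicates, and total fluorescence under double the plate's negative control median, limit read from the data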;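 also: 0% = DMSO and -100% = 5 µM competing unlabeled TCR2 RNA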
GRK2 inh = inhibitors of human GRK2 displacing RNA aptamer; AID 488847; 0.59% of 330,000 active; bead flow cytometry, FAM-aptamer displacement from GRK2; inhibition of aptamer binding, % at 10 µM;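 active = inhibition of aptamer binding above 40%, roughly 3 SD of noise, on plates passing a quality check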;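 also: median bead fluorescence of bound FAM aptamer so fluorescent compounds give negative values; no value below 0 was filed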
MCL1 BIM primary = MCL1-BIM-BH3 interaction inhibition (human); inhibition, % at 10.9 µM; 0.68% of 320,000 active; GST-MCL1 / FITC-Bim-BH3 fluorescence polarization; AID 2057;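 active = inhibition above the mean inhibition of all tested compounds plus 3 SD, set per campaign, cut at about 40% in these data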;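 also: 0% = DMSO wells and 100% = unlabeled Bim-BH3 peptide control; higher means more loss of mP so more displacement of Bim peptide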
Target sequence (Q07820 whole entry, looked up): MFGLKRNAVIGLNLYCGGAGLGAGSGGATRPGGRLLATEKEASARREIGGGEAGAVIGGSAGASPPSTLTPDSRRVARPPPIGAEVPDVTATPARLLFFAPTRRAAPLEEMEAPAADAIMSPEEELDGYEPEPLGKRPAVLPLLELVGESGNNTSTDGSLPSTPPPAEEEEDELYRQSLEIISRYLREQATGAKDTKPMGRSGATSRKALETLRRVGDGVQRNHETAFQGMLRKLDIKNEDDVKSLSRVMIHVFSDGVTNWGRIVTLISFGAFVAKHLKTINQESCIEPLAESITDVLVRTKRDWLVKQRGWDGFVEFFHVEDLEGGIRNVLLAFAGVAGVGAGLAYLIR
Fam108B counter = blocks mouse Fam108B hydrolase in RBBP9 counter-screen; 0.33% of 300,000 active; AID 1947; recombinant Fam108B, FP-Rh probe fluorescence polarization; inhibition, % at 9.51 µM;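 active = inhibition above the screen mean inhibition plus 3 SD, computed separately per campaign, cut at about 18% in these data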;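 also: inhibitors lower polarization as less probe binds the enzyme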
PME-1 inh = PME-1 (human) inhibition. 0.53% of 320,000 active. inhibition, % at 5.9 µM. recombinant PME-1, FP-Rh probe fluorescence polarization;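 active = inhibition above the campaign mean of all compounds plus 3 SD, cut at about 26% in these data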;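 also: competitive labeling of PME-1 active site by serine hydrolase directed probe; 0% = PME-1 with DMSO and 100% = wells lacking PME-1 enzyme; inhibitors block probe labeling so polarization falls and inhibition rises; many of its hits are not listed in these tables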
GLD-1 RNA inh = GLD-1-TGE RNA interaction inhibition (C. elegans); purified GLD-1 + fluorescein TGE RNA, fluorescence polarization; 0.44% of 320,000 active; inhibition, % at 5.96 µM; Q17339;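 active = percent inhibition above a per-plate cutoff, the plate mean of test compounds plus 3 SD, cut at about 30% in these data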;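 also: 0% = DMSO wells with GLD-1 and probe and 100% = wells lacking GLD-1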
Efflux pump mplx = antifungal efflux pump inhibition, Nile Red retention. S. cerevisiae Candida pump triplex. 0.44% of 330,000 active. AID 485275. inhibition, % at 10 µM;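 active = plate passing quality check with inhibition over a set limit, or well fluorescence over plate mean plus 4 SD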;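 also: Nile Red retained in pooled yeast measured as flow cytometry median fluorescence; 0% = buffer negative control and 100% = Enniatin B positive control; higher means more Nile Red kept so more efflux inhibition; some compounds called inactive have numbers as strong as hits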
Active calls of the source: *; · = not tested or not shown.

#1 C=C(C)Cc1c(C)nc(-c2ccccc2)[nH]c1=O
#2 CCc1ccc2c(c1)C1(SC(NC(C)=O)=NN1C(C)=O)C(=O)N2C(C)C (stereo not drawn)
#3 O=S(=O)(c1ccc(=S)[nH]c1)N1CCCCC1
#4 Cn1c(N)c(C(=O)COC(=O)C2(c3ccc(Cl)cc3)CCCC2)c(=O)n(C)c1=O
#5 O=[N+]([O-])c1cccc(-c2ccc3nnc(SCc4ccccn4)n3n2)c1
#6 Cc1ccc(NC(=O)CN(C)S(=O)(=O)c2ccc3c(c2)c(=O)n(C)c(=O)n3C)cc1
#7 Cc1ccc(S(=O)(=O)Nc2ccc3c(c2)ncn3C(C)(C)C)cc1
#8 Cc1nc(-c2ccc(F)cc2)c(CC(=O)Nc2cc(S(=O)(=O)N3CCCCC3)ccc2C)s1
compound no.	1	2	3	4	5	6	7	8
VLA-4 inh	28	-3	-15	0	-3	7	0	4
BCLXL inh	8	6	14	3	-3	5	4	-6
MEX-5 binding	-3.2	1.3	·	-0.1	-1.9	0.3	0.8	5.9
GRK2 inh	1	0	0	0	0	0	1	0
MCL1 BIM primary	5	12	20	7	5	1	1	-4
Fam108B counter	5	-7	·	8	-1	1	-3	-2
PME-1 inh	3	1	1	-7	2	1	6	1
GLD-1 RNA inh	-2	7	2	5	-4	-10	-1	4
Efflux pump mplx	-0.1	0.1	0.2	-0.1	0.0	0.1	-0.1	0.0

In the list so far, these contain two or more sulfur atoms:
#3 O=S(=O)(c1ccc(=S)[nH]c1)N1CCCCC1
#8 Cc1nc(-c2ccc(F)cc2)c(CC(=O)Nc2cc(S(=O)(=O)N3CCCCC3)ccc2C)s1
compound no.	3	8
VLA-4 inh	-15	4
BCLXL inh	14	-6
MEX-5 binding	·	5.9
GRK2 inh	0	0
MCL1 BIM primary	20	-4
Fam108B counter	·	-2
PME-1 inh	1	1
GLD-1 RNA inh	2	4
Efflux pump mplx	0.2	0.0

Continued.
#9 CC1=CC(=O)C=CC1(C)C(Cl)(Cl)Cl (stereo not drawn)
#10 CC1=C(C(=O)OCc2ccccc2)C(c2cccc([N+](=O)[O-])c2)NC(=O)N1C (stereo not drawn)
#11 O=C(CN1CCN(S(=O)(=O)c2ccccc2)CC1)NC(=O)NCc1ccco1
#12 Cc1cccc(OCC(=O)N(Cc2ccc(N(C)C)cc2)C2CCS(=O)(=O)C2)c1 (stereo not drawn)
#13 O=C(c1cccnc1)N1N=C(C2CCCCC2)CC1(O)C(F)(F)F (stereo not drawn)
#14 COC(=O)c1cc(Br)c(=O)n(-c2ccc(F)cc2)c1
#15 O=C(NCC(=O)N1CC(O)CC1C(=O)N1CCCC1C(=O)OCc1ccccc1)OCc1ccccc1 (stereo not drawn)
#16 CC(C)NC(=O)C1CCN(C(=O)c2cc3sccc3n2Cc2ccc(F)cc2)CC1
compound no.	9	10	11	12	13	14	15	16
VLA-4 inh	13	-6	-4	8	21	-30	18	6
BCLXL inh	5	2	0	-5	1	0	-3	-1
MEX-5 binding	0.8	-4.9	3.3	-2.8	1.9	0.2	-2.1	0.2
GRK2 inh	2	1	1	2	0	8	4	2
MCL1 BIM primary	2	-1	0	-3	-6	1	-2	-2
Fam108B counter	6	1	-2	0	-3	3	-5	1
PME-1 inh	5	5	1	-1	4	-4	0	-12
GLD-1 RNA inh	2	-4	-3	-2	-3	1	-7	5
Efflux pump mplx	0.1	0.2	-0.1	0.0	0.3	-0.1	0.2	0.1

#17 Cc1ccc(OCC(=O)NCCNC(=O)c2cnccn2)cc1
#18 O=C(CCNC(=O)c1ccccc1Cl)Nc1nnc(C2CC2)s1
#19 CC(C)(C)c1nnc2sc(SCC(=O)c3ccccc3)nn2c1=O
#20 O=C(NCc1ccc(F)cc1)C1CCCN(S(=O)(=O)c2ccc(Br)s2)C1 (stereo not drawn)
#21 COc1ccccc1S(=O)(=O)Cc1ccc(C(=O)NCCCN2CCN(c3ccc(F)cc3)CC2)o1
#22 CCN(Cc1ccccc1)C(=O)C(=O)c1cn(CC(=O)N2CCCC2)c2ccccc12
#23 CCn1nnnc1SCC(=O)c1cc(OC)ccc1OC
#24 C[C@H](NC(=O)c1ccc2ccccc2c1)C(=O)N1CCC2(CC1)NCCc1[nH]cnc12
compound no.	17	18	19	20	21	22	23	24
VLA-4 inh	11	6	5	-5	4	-2	1	5
BCLXL inh	4	-4	-43	4	4	4	-3	-3
MEX-5 binding	0.3	0.1	-0.1	-2.5	0.5	-8.3	-3.6	-0.1
GRK2 inh	0	0	5	3	0	3	4	0
MCL1 BIM primary	7	-7	-75	0	3	-2	-2	1
Fam108B counter	-1	1	0	-3	2	-2	0	-1
PME-1 inh	1	3	-9	2	3	2	-4	-6
GLD-1 RNA inh	3	-2	-27	0	0	5	5	1
Efflux pump mplx	0.0	-0.1	0.0	0.0	0.0	0.1	0.0	0.2

Complete entries from above.
O=C(NCc1ccc(F)cc1)C1CCCN(S(=O)(=O)c2ccc(Br)s2)C1 (stereo not drawn) as listed: VLA-4 inh: -5; BCLXL inh: 4; MEX-5 binding: -2.5; GRK2 inh: 3; MCL1 BIM primary: 0; Fam108B counter: -3; PME-1 inh: 2; GLD-1 RNA inh: 0; Efflux pump mplx: 0.0
COc1ccccc1S(=O)(=O)Cc1ccc(C(=O)NCCCN2CCN(c3ccc(F)cc3)CC2)o1 as listed: VLA-4 inh: 4; BCLXL inh: 4; MEX-5 binding: 0.5; GRK2 inh: 0; MCL1 BIM primary: 3; Fam108B counter: 2; PME-1 inh: 3; GLD-1 RNA inh: 0; Efflux pump mplx: 0.0
CCN(Cc1ccccc1)C(=O)C(=O)c1cn(CC(=O)N2CCCC2)c2ccccc12 as listed: VLA-4 inh: -2; BCLXL inh: 4; MEX-5 binding: -8.3; GRK2 inh: 3; MCL1 BIM primary: -2; Fam108B counter: -2; PME-1 inh: 2; GLD-1 RNA inh: 5; Efflux pump mplx: 0.1

(list continues)
#25 Cn1c(O)c(N=Nc2ccc(F)cc2)c2ccccc21
#26 CCOc1cc(/C=N/O)ccc1OCc1ccccc1F
#27 CC(C)(CNC(=O)c1ccc(S(=O)(=O)Nc2ccc(Cl)cc2)cc1)N1CCOCC1
#28 S=c1[nH]nc(COc2ccc(Cl)cc2)n1Cc1ccccc1
#29 O=C(O)CCN(Cc1ccccc1)S(=O)(=O)c1c(Cl)cccc1Cl
compound no.	25	26	27	28	29
VLA-4 inh	3	15	8	16	11
BCLXL inh	0	-3	6	-21	0
MEX-5 binding	-11	2.8	·	-0.8	0.1
GRK2 inh	0	4	0	2	4
MCL1 BIM primary	-3	-1	7	-2	1
Fam108B counter	4	-5	·	4	3
PME-1 inh	6	1	3	-4	4
GLD-1 RNA inh	-4	4	3	12	-4
Efflux pump mplx	0.2	0.0	0.1	0.1	-0.1

Not all compounds are listed, so the mix of outcomes need not match the whole.
